VLA-4 agonist – allosterically activates the human VLA-4 integrin; Jurkat cells, LDV-FITC binding, flow cytometry; activation, % at 10 µM (by protocol); P13612; 24,000 tested, under 10 active; AID 528;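 active = fluorescent ligand binding to cells raised by more than 40% of the manganese-induced maximum; inconclusive = compound's own fluorescence above 85% of the ligand control signal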;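 also: 0% = ligand binding without compound and 100% = manganese-stimulated maximal binding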
Target sequence (P13612 whole entry, looked up): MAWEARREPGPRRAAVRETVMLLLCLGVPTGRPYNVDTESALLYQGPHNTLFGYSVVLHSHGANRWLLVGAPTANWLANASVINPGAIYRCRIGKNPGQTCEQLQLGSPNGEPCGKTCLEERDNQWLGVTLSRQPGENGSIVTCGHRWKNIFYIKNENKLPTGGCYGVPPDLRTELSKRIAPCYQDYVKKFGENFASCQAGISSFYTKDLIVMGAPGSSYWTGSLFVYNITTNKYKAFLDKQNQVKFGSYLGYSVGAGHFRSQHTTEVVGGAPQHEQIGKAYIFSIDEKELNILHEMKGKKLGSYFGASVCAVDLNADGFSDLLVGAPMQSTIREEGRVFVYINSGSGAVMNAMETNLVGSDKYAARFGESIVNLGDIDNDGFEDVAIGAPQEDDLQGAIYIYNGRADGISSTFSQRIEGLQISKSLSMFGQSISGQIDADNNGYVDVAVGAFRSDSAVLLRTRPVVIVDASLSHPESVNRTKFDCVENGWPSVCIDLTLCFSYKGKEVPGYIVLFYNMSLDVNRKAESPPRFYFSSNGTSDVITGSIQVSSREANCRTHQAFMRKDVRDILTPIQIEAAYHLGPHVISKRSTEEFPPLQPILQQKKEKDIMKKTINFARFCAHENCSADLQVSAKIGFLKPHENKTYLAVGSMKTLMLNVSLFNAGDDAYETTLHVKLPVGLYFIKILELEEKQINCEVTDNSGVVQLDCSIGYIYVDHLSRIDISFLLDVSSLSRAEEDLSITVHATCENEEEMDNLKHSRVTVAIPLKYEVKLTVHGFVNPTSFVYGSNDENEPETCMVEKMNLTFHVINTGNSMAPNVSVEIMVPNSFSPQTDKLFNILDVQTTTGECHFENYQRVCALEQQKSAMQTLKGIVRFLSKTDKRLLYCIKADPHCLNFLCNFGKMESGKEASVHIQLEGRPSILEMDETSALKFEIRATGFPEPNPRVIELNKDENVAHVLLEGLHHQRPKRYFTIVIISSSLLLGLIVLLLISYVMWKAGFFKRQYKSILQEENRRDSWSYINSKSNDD
VLA-4 antagonist – inhibitors of LDV-FITC ligand binding to Mn2+-activated human VLA-4 integrin; Jurkat cells, LDV-FITC binding with Mn2+, flow cytometry; 100% = Mn2+-driven binding gain fully reversed; inhibition, % at 10 µM (by protocol); 0.2% of 24,000 active; P13612;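 active = inhibition above 50%; inconclusive = compound itself fluorescent, judged against control cell fluorescence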;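 also: 0% = Mn2+ stimulated cells lacking compound and 100% = ligand binding without Mn2+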
Autofluor Jurkat – autofluorescence counter-screen for VLA-4 integrin assays; Jurkat cells, compound autofluorescence, flow cytometry; hits give high values; 1 = vehicle-only cell background; 0.61% of 24,000 active; fluorescence ratio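 (tested at 10 µM compound in the well)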;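 active = fluorescence ratio above 2.44, which is 1 plus 3 SD of all ratios; inconclusive = signal too bright to measure linearly, ratio around 10 or more; inactive = fluorescence ratio below 2.44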;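 also: green fluorescence of cells measured with 488 nm excitation and 530 nm emission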
LNCaP diff act – promotes differentiation of LNCaP prostate cells; flow cytometry side scatter, 4 d; side scatter shift, % at 10 µM; 0.56% of 24,000 active; AID 795;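 active = side scatter shift above 30%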;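 also: androgen-responsive LNCaP prostate cancer cells in charcoal-stripped serum medium; percent of cells past a gate set so DMSO wells show 10% shift; higher shift means more granular cells and more differentiation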
Active calls of the source: *; ? = inconclusive. This is a subset; count on the stated rates, not on these rows.

molecule	VLA-4 agonist	VLA-4 antagonist	Autofluor Jurkat	LNCaP diff act
CCOc1ccccc1-n1c(SCC(=O)NC(C)CC)nnc1-c1ccoc1C (configuration not stated)	-6	-16	0.99	4
Cc1csc(SCCn2c(N3CCCC3)nc3c2c(=O)[nH]c(=O)n3C)n1	-1	-11	1	10
COc1ccc(-c2nc(CS(=O)CC(=O)N3CCCC3)c(C)o2)cc1 (configuration not stated)	6	0	1	3
O=C(NCc1ccccc1)c1ccc(OC2CSC2)cc1	2	-21	1	9
CCc1cc2c(=O)c(-c3ccc4c(c3)OCCO4)coc2cc1OC(=O)c1ccco1	-9	-8	1.1	18
CCOC(=O)CSC1=Nc2ccccc2C2=NC(CC(=O)NCc3ccccc3)C(=O)N12 (configuration not stated)	?	?	1.2	5
CCCCNC(=O)c1ccc(CS(=O)(=O)c2ccc(OC)cc2)o1	-3	-24	0.99	3
COC(=O)c1cc(=O)n(C2CC2)c(=NC2CC2)s1	-7	25	1.1	7
O=C(CCc1nc2ccccc2[nH]1)Nc1ccccc1	-5	-29	1.1	10
CCn1nnc(NC(=O)c2cc3ccccc3o2)n1	-4	-2	1	18
COc1ccc(N2C(=O)C3CCCN3C2c2ccc(Cl)cc2)cc1 (configuration not stated)	0	2	1	4
C/C(=N\O)c1ccc2c3c([nH]c2c1)CCCC3	6	-14	1.1	11
CC[N+](C)(C)c1cccc(O)c1	2	-6	0.98	2
COc1ccc(-c2nc(CS(=O)CC(=O)NC3CCCc4ccccc43)c(C)o2)cc1OC (configuration not stated)	-13	10	1.1	2
CC(=O)Nc1ccc(S(=O)(=O)NCCc2csc(C)n2)cc1	?	?	1.5	13
CC(=O)N1c2c(cc(Br)cc2S(=O)(=O)N2CCOCC2)CC1C (configuration not stated)	?	?	1.1	3
CSC1=NCCN1C(=O)Cc1ccc(F)cc1	-10	4	1	10
CCOC(=O)CN1C(=O)C2(OCCCO2)c2ccccc21	-15	-16	1.1	5
CCCN(CCC)CCCNC(=O)CS(=O)Cc1nc(-c2ccc(OC)c(OC)c2)oc1C (configuration not stated)	-3	9	1.1	10
CN1CCN(CCNC(=O)Nc2ccccc2C(F)(F)F)CC1	0	-8	1	9
CCn1c(SCC(=O)c2ccc(C)cc2)nnc1-c1ccoc1C	2	-8	0.97	6
O=C(CCN1C(=O)C2CC=CCC2C1=O)N1CCN(c2ccccn2)CC1 (configuration not stated)	5	-36	1	16
Cc1cc(NC(=O)CN2CCC(O)(c3cccc(F)c3)CC2)no1	3	-22	1	7
Cn1c(=O)oc2cc(S(=O)(=O)NCCC(=O)N3CCc4ccccc43)ccc21	?	?	1.4	5
CN(CC(=O)NCc1ccco1)S(=O)(=O)c1cccc2cccnc12	?	?	1.1	2
Cc1ccc(C)c(N(C)S(=O)(=O)c2cccc3nsnc23)c1	-3	15	1	11
CCOC(=O)c1cccc(NC(=O)CNS(=O)(=O)c2cccs2)c1	1	-3	1.1	9
O=C(OC1CCOC1=O)c1ccc(S(=O)(=O)N2CCCCCC2)cc1 (configuration not stated)	6	-14	1.1	4
Cn1c(=O)cc(SCC(=O)NCCCN2CCN(c3ccccc3F)CC2)c2ccccc21	-10	5	1.1	13
COc1ccc(C)cc1NC(=O)C1CCCN1C(=O)OCc1ccccc1 (configuration not stated)	8	-16	1	10
CN1C(=O)C(O)(CC(=O)c2ccc3c(c2)OCO3)c2ccccc21 (configuration not stated)	7	-26	0.89	5
COc1ccc(CCNC(=O)CSc2nnc(CNC(=O)c3ccco3)o2)cc1OC	0	-17	1	1
CCOC(=O)C1CCN(C(=O)c2sc3nc(-c4ccccc4)cn3c2C)CC1	?	?	2.8*	8
COc1cc2c(cc1OC)C(c1ccccc1)N(C(=O)c1ccco1)CC2 (configuration not stated)	-7	17	1.1	5
O=C(NC1CCCCCC1)C1C2C=CC3(CN(Cc4cccnc4)C(=O)C13)O2 (configuration not stated)	3	12	1	9
CCc1ccccc1N(CC)C(=O)c1cn(CC)c(=O)c2cc(OC)c(OC)cc12	?	?	1	10
Cc1ccc(S(=O)(=O)NCC(=O)N(CC(=O)NCc2ccccc2)CC2CCCO2)cc1 (configuration not stated)	6	-10	1.1	9
CC(C)Nc1nc(NC(C)C)nc(Oc2ccc(/C=N/O)cc2)n1	-7	10	1	13
CC(=O)NC(CCS(C)(=O)=O)C(=O)Nc1cccc2ccccc12 (configuration not stated)	3	-2	1.1	3
CC(C)C12CN3CC(C(C)C)(CN(C1)C3c1ccc3c(c1)OCO3)C2=O (configuration not stated)	0	-13	0.94	9
CCOC(=O)c1ccccc1NC(=O)Cn1cnc2c(cnn2-c2ccc(OC)cc2)c1=O	-2	10	0.99	2
O=c1/c(=C/c2ccco2)sc2nc(-c3ccccc3Br)nn12	3	-17	1.4	4
CCn1cc(C(=O)N2CCN(C(=O)c3ccco3)CC2)c2cc(OC)c(OC)cc2c1=O	-2	1	1	5
CS(=O)(=O)N1CCN(CC2CC3C=CC2C3)CC1 (configuration not stated)	3	-10	0.99	2
C=CCc1ccccc1OCC(O)CN(C(C)C)C(C)C (configuration not stated)	-1	9	1	1
O=C(CN1CCOCC1)Nc1c2c(nc3c1CCC3)CCC2	2	-12	0.96	1
O=C(NCC(c1cccnc1)N1CCN(c2ccc(F)cc2)CC1)c1ccc(F)cc1 (configuration not stated)	-2	8	1.1	10
COC(=O)c1cc(-c2c(C)oc3cc(O)ccc3c2=O)c(C)o1	-3	-4	1.1	9
CCn1c(SCC(=O)Nc2cc(NC(C)=O)ccc2OC)nnc1-c1ccccn1	7	0	1	5
CCOC(=O)CSc1nnc(CNC(=O)c2cc(OC)c(OC)c(OC)c2)n1C	1	15	0.99	7
COc1ccccc1OCc1ccc(C(=O)Nc2ccncc2)o1	2	-18	1	9
CC(=O)N(CC1CCCO1)C1(C(=O)NC2CCCC2)CCCCC1 (configuration not stated)	0	-109	0.95	3
CCCCC(=O)N(c1ccc(C)c(C)c1)C1C=CS(=O)(=O)C1 (configuration not stated)	-5	-10	1.1	6
CCOC(=O)CSc1nc2cc(C(=O)NCC3CCCO3)ccc2c(=O)n1Cc1ccco1 (configuration not stated)	3	-10	1.1	3
COc1ccc(N2CCN(CCNC(=O)CCS(=O)(=O)c3cccc4nsnc34)CC2)cc1	-8	3	0.94	15
O=C(c1ccc(CS(=O)(=O)c2ccc(Br)cc2)o1)N1CCN(c2ccccn2)CC1	-5	20	1.1	2

In the list so far, these contain fluorine.
molecule	VLA-4 agonist	VLA-4 antagonist	Autofluor Jurkat	LNCaP diff act
CSC1=NCCN1C(=O)Cc1ccc(F)cc1	-10	4	1	10
CN1CCN(CCNC(=O)Nc2ccccc2C(F)(F)F)CC1	0	-8	1	9
Cc1cc(NC(=O)CN2CCC(O)(c3cccc(F)c3)CC2)no1	3	-22	1	7
Cn1c(=O)cc(SCC(=O)NCCCN2CCN(c3ccccc3F)CC2)c2ccccc21	-10	5	1.1	13
O=C(NCC(c1cccnc1)N1CCN(c2ccc(F)cc2)CC1)c1ccc(F)cc1 (configuration not stated)	-2	8	1.1	10

Next section
Order of results: VLA-4 agonist	VLA-4 antagonist	Autofluor Jurkat	LNCaP diff act
> COC(=O)CN1C(=O)C2(C(C#N)=C(N)Oc3n[nH]c(-c4cccs4)c32)c2ccccc21 (configuration not stated)
  4	-46	1	3
> O=C(c1cc(-c2ccc3c(c2)OCO3)on1)N1CCOCC1
  0	-2	1.1	9
> O=C(Nc1nc2c(s1)CCCC2)C1COc2ccccc2O1 (configuration not stated)
  0	4	1	14
> O=C(O)C1CC=CCC1C(=O)Nc1cccc(C(=O)N2CCCCC2)c1 (configuration not stated)
  9	-5	1.1	2
> O=C(CCCc1cccs1)Nc1nc2c(s1)CCCC2
  0	-11	0.94	6
> CCOc1ccc(CCNC(=O)C2CCCN(S(=O)(=O)c3c(C)n[nH]c3C)C2)cc1OCC (configuration not stated)
  3	-11	1	21
> Cc1ccc(-c2nnc3c4ccccc4c(C)nn23)cc1NC(=O)c1ccco1
  2	-4	1	1
> COc1ccc(C2C(C(=O)Nc3ccccc3)=C(C)Nc3nc(CCCO)nn32)cc1 (configuration not stated)
  -2	-2	1	10
> O=C(CCNS(=O)(=O)c1cccc2nsnc12)N1CC(=O)N(CCc2ccccc2)C(=O)C1
  3	0	1.1	4
> Cc1nc2ccc(S(=O)(=O)NCC(=O)N3CCN(c4ccccc4)CC3)cc2s1
  -1	10	1.1	6
> COc1ccccc1-n1c(SC)nc(O)cc1=O
  -1	-15	0.99	7
> COc1ccc(-c2nc(CN3CCC(C(=O)NC(C)C)CC3)c(C)o2)cc1OC
  -5	8	1.1	4
> CCOC(=O)N1CCN(C(=O)CSc2nnc(-c3cccs3)o2)CC1
  3	-2	0.99	7
> Cc1oc(-c2ccc(Cl)cc2)nc1CN1CCC(C(=O)N2CCN(c3ccccn3)CC2)CC1
  ?	?	0.95	43*
> CCOc1ccc(S(=O)(=O)Nc2cc(Sc3ncn[nH]3)c3oc(=O)sc3c2)cc1
  -4	17	1.1	10
> Cc1sc2ncnc(OCC(=O)N3CCN(S(=O)(=O)c4ccc(Cl)cc4)CC3)c2c1C
  1	0	1.1	9
> CC(Sc1nnnn1C)C(=O)Nc1ccc(Oc2ccccc2)cc1 (configuration not stated)
  10	-7	1.1	19
> COCCOc1nc2ccccc2nc1C
  3	-12	1	4
> Cc1cc(C)n(-c2ccc(C(=O)Oc3ccc4c(c3)OCO4)cc2)n1
  -1	-18	1.1	10
> COc1ccc(CC(=O)Nc2c3c(nn2-c2cccc(C)c2C)CS(=O)C3)cc1 (configuration not stated)
  -4	-6	1	14
> COc1cc2c(cc1OC)C(C(=O)Nc1ccc3c(c1)OCCO3)C(c1cccnc1)N(C)C2=O (configuration not stated)
  4	-8	0.98	11
> Cc1csc(NC(=O)c2cccc(S(=O)(=O)N3CCCCC3)c2)n1
  -2	-10	1.1	11
> Cc1cc2ccccc2n1CCNC(=O)c1ccc(S(=O)(=O)N2CCOCC2)cc1
  -15	21	1.1	8
> CCOC(=O)C1CCCN(c2c(NCCCN(C)c3ccccc3)c(=O)c2=O)C1 (configuration not stated)
  ?	?	1.1	13
> COc1cccc(C2C(C(=O)c3ccc(C)o3)=C(O)C(=O)N2CCCN(C)C)c1 (configuration not stated)
  4	-4	1.1	8
> O=C(CCCNS(=O)(=O)c1cccs1)N1CCN(c2ccc(F)cc2)CC1
  3	-18	1	2
> Cn1c(=O)oc2cc(S(=O)(=O)N3CCC(N4CCCCC4)CC3)ccc21
  0	15	1	8
> CC(C)C(=O)Nc1nc2c(ncn2C2CC(O)C(CO)O2)c(=O)[nH]1 (configuration not stated)
  -3	?	0.94	5
> CC(C)=CC/C=C1\CCC(C(=O)O)C(C(=O)O)C1 (configuration not stated)
  11	-29	0.96	6
> COC(=O)c1[nH]nc2c1C(=O)N(Cc1ccccc1)C2=O
  8	-27	1.1	12
> O=C(c1cc2c(=O)oc3ccccc3c2s1)N1CCN(c2ccccn2)CC1
  ?	?	1.1	2
> Cc1cc(C)c2nc(N3CCC(C(=O)N4CCN(c5ncccn5)CC4)CC3)sc2c1
  -21	14	1.1	11
> O=C(NCCN1CCN(C(=O)c2cc3ccccc3oc2=O)CC1)c1cc2ccccc2oc1=O
  -1	12	0.98	2
> Cc1noc(NS(=O)(=O)c2ccc(NC(=O)CSc3ncccn3)cc2)c1C
  1	1	0.91	5
> CCOc1ccc(C(=O)Cc2ccc3oc(C(=O)O)cc3c2)c(O)c1
  0	0	0.99	9
> COc1cc(C(=O)NCc2cn3ccccc3n2)cc(OC)c1OC
  2	16	1.1	5
> O=C(NCc1ccc2c(c1)OCO2)C1CC(=O)N(C2CCCCCC2)C1 (configuration not stated)
  -3	14	1	2
> CC1CC(C)CN(C(=O)CSc2nnc(-c3ccc(F)cc3)o2)C1 (configuration not stated)
  3	0	1.1	4
> CCOC(=O)c1oc2ccc(S(=O)(=O)N3CCOCC3)cc2c1C
  ?	?	1.1	2
> CC(C)CCNC(=O)c1cnn2c(C(F)(F)F)cc(-c3ccco3)nc12
  -3	-9	1.2	1
> CC(=O)c1c(C)[nH]c(C(=O)N2CCCCCC2)c1C
  6	-4	1	1
> CCOc1ccc(CCNC(=O)C2CCN(C(=O)N(C)C)CC2)cc1OCC
  5	9	0.97	7
> O=C(CSc1nnc(C2COc3ccccc3O2)o1)N1CCCCC1 (configuration not stated)
  -2	2	1.1	5

Only VLA-4 antagonist and VLA-4 agonist, for some of the entries so far:
| Compound | VLA-4 antagonist | VLA-4 agonist |
| --- | --- | --- |
| O=C(NCCN1CCN(C(=O)c2cc3ccccc3oc2=O)CC1)c1cc2ccccc2oc1=O | 12 | -1 |
| Cc1noc(NS(=O)(=O)c2ccc(NC(=O)CSc3ncccn3)cc2)c1C | 1 | 1 |
